HTT cytoprotect: cytoprotection in Huntington HTT-Q103 PC12 cell model | Potency, µM (series often up to 56.4 µM), without a hit: cytoprotection (ATP increase), most hits filed as activators | hit rate 0.14% among 230,000 | PC12 HTT-Q103 induced, cytoprotection, ATP luminescence, 40 h;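 note: potency is the fitted concentration of half-maximal effect; % of control where 0% means no effect; nearly all actives have a fitted effect of over 45% in size; toxic huntingtin expression switched on by the ecdysone agonist tebufenozide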
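Stable PC12 Q103-GFP cells in serum-supplemented, phenol red-free DMEM; induction by tebufenozide at 100 nM final; compound dose series; cell viability quantified luminescently from ATP.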
CBFb RUNX1 block: CBF-beta/RUNX1 interaction disruption. Q01196+Q13951. 230,000 tested, under 10 active. AlphaScreen CBFb-His/RUNX1-biotin binding, biochemical. Potency, µM (highest dose often 59.8 µM), without a hit: top-dose activity, negative = inhibition, most hits filed as inhibitors; note: % of control where 0% means no effect
Target sequence (Q01196 whole entry, looked up): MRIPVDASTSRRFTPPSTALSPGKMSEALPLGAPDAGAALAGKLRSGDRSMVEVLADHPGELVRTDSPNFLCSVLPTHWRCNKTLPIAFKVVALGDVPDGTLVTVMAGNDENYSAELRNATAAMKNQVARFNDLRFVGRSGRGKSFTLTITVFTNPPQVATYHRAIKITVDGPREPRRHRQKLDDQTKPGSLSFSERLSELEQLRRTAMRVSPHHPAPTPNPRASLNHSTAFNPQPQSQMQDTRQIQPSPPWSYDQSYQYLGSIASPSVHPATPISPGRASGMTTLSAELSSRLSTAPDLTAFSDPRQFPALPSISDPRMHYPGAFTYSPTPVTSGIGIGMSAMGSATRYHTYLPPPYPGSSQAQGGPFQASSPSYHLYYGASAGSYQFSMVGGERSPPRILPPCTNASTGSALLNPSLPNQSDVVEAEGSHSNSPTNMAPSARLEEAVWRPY
Target sequence (Q13951 whole entry, looked up): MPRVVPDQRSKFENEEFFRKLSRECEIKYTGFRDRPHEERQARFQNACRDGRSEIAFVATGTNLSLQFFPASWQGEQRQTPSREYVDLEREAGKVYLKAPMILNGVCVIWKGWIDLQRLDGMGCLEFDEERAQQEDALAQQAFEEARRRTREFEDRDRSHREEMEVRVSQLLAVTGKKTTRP
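Inhibition was taken as any reduction in AlphaScreen signal from the CBF-beta–RUNX1 pair (His and biotin tags, 30 nM each), measured after compound (15 min) and bead (90 min) incubations at room temperature.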
SMN2 splice up: increases expression of the SMN2 splice variant | HEK293 SMN2-luciferase splicing reporter, luminescence, 30-36 h | Potency, µM (doses to about 46.1 µM), without a hit: at the top dose activity change, positive = activation, hits mostly activators | hit rate 2.8% among 210,000; note: potency is the fitted concentration of half-maximal effect; % of control where 0% means no effect; nearly all actives have a fitted effect of over 55% in size
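qHTS luciferase splicing reporter: luminescence rises when SMN2 exon 7 is included in transfected HEK293 cells. Compound exposure lasted 30-36 h at 37C, with 4.5 mM final sodium butyrate as control, followed by a ONE-Glo read.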
IMPase Li cell: membrane-permeable IMPase blocker, potentiated with lithium. CHO-M1 cells, IP1 TR-FRET (IP-One), carbachol + lithium. Potency, µM (series often up to 59.4 µM), for the others: at the highest dose activity, negative = IMPase inhibition, most hits filed as inhibitors. hit rate 0.35% among 210,000. AID 1457;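 note: IP1 builds up when IMPase is blocked and the TR-FRET signal falls; potency is the fitted concentration of half-maximal effect; plate controls were basal vehicle for no effect and high inhibitor control for full effect; nearly all actives have a fitted effect of over 50% in size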
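IP1 accumulation measured by competitive TR-FRET in lysed CHO-M1 cells after 30 min compound exposure at 37C, with a small lithium addition to potentiate weak responses. Hill-equation AC50 from ratio and donor-channel data.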
KinaseGlo FLuc: counter-screen: inhibitors of Kinase-Glo firefly luciferase | Kinase-Glo luciferase, ATP luminescence, 8 min | Potency, µM (series often up to 38.3 µM), inactives show top-dose activity change, negative = inhibition, usual class: inhibitors | hit rate 0.28% among 200,000; note: potency is the fitted concentration of half-maximal effect; % is set by controls: 0 for no effect and ±100 for the full control effect; nearly all actives have a fitted effect of over 60% in size
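Luminescence was the read-out, taken after 8-minute incubation at ambient temperature. Luciferase turned over luciferin with 10 uM ATP in imidazole pH 7.2 buffer containing KCl, MgCl2, Tween 20 and BSA.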
LMNA splice mod: changes lamin A minigene splicing in HeLa cells. HeLa LMNA splicing GFP/RFP minigene ratio, 48 h. Potency, µM (top dose mostly 46.1 µM), for the others: top-dose ratio change, negative = inhibition, most hits filed as inhibitors. hit rate 0.01% among 200,000. AID 1487; active = well fitted inhibition curve with a large enough effect in the signal ratio, with a control signal flat, not every such curve was filed as active; inconclusive = small, poorly fitted or top-dose-only effect, or effect the other way, or a change in a side signal; the % refers to the signal ratio; note: potency is the fitted concentration of half-maximal effect; % is set by controls: 0 for no effect and ±100 for the full control effect
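Read-out is the ratio of GFP to DsRed2 object intensity, acquired by 488 nm laser-scanning cytometry on HeLa lamin A-EGFP minigene reporter cells. Compound incubation 48 hrs at 37 °C in Opti-MEM with 2% FBS; DMSO 0.5% final.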
HTT aggregate: mutant huntingtin aggregation inhibition. PC12 HttQ103-GFP aggregates, Acumen cytometry, 40 h. hit rate 1.1% among 220,000. Potency, µM (top dose mostly 46.1 µM), without a hit: at the top dose activity change, negative = inhibition, hits mostly inhibitors; note: potency is the fitted concentration of half-maximal effect; % is set by controls: 0 for no effect and ±100 for the full control effect; nearly all actives have a fitted effect of over 60% in size
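Read-out: GFP aggregate count by laser scanning cytometer (488 nm excitation, 500-530 nm emission, 1–25 µm objects >6 SD above background). Cells: PC12, inducible HTTex1-Q103-GFP, 100 nM tebufenozide; compounds titrated.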
Starred values were filed as active, the others as inactive; ? = inconclusive; / = no result given; & = joins results of further samples; [ ] = dose if it differs, or a comment. Unless noted, calls come from the whole dose curve; as a rule, active = well fitted curve in the direction sought with a large enough effect; inconclusive = small, poorly fitted or top-dose-only effect, or another doubt; inactive = no such curve, though single readings can be large; an effect the other way counts as inactive or inconclusive.

| SMILES | HTT cytoprotect | CBFb RUNX1 block | SMN2 splice up | IMPase Li cell | KinaseGlo FLuc | LMNA splice mod | HTT aggregate |
| --- | --- | --- | --- | --- | --- | --- | --- |
| COc1cc(/C=C/C(=O)O)cc(OC)c1OC | -34.9%[10 µM] | -2.7% | 4.4% | 6.3% | 1.0% | -6.0% | -0.3%[9.22 µM] |
| C=CC1(C)CC(=O)C2(O)C(C)(O1)C(OC(C)=O)C(O)C1C(C)(C)CCC(O)C12C (stereo not given) | 1.4% | 12.6%&17.6% | 23.0% | 2.0%&4.2% | -3.1% | 0.2% | / |
| O=C1CC[C@@H](CN(Cc2ccccn2)Cc2nc(Cc3ccccc3)no2)N1 | 22.0%[10 µM] | 7.9% | / | -0.9% | / | / | 4.4%[9.22 µM] |
| O=C(CSc1nnc(-c2ccccn2)n1Cc1ccco1)Nc1ccc2c(c1)OCO2 | -25.8% | -5.7% | -0.1% | 10.6%[38.3 µM] | -2.1% | -6.1% | 5.4% |
| Cc1ccccc1-c1cncnc1N1CCN(C)CC1 | 18.1% | / | / | 10.9% | / | -2.2% | / |
| CC1(C)NC(=O)N(CCOc2cccc(Oc3ccccc3)c2)C1=O | -3.9% | 0.4% | -1.0% | 0.3%[38.3 µM] | 1.9% | ? | ? |
| CC(C)n1c(-c2ccccc2)nc(=S)c2c1CCCC2 | / | 9.6% | -12.5% | -1.5% | -4.6% | ? | 28.5% |
| Cc1ccc(S(=O)(=O)N/N=C\c2cc([N+](=O)[O-])ccc2Cl)cc1 | 3.6%[10 µM] | -0.3% | 9.8% | 26.3% | -0.1% | ? | 7.5% |
| O=C1CC(c2ccccc2)CC(O)=C1C=NCc1ccc(Cl)c(Cl)c1 (stereo not given) | -2.8% | 1.2% | -0.8% | 5.5%[38.3 µM] | -5.2% | 6.2% | 20.6% |
| CCSCc1nnc(SCC(=O)Nc2cccc(SC)c2)n1C | 23.2%[10 µM] | 0.4% | 0.3% | 35.9%[activator][38.3 µM] | 2.2% | 2.7% | 11.5% |
| COc1cccc(NC(=O)Cn2cnc3sc(C)c(S(=O)(=O)N4CCCCC4)c3c2=O)c1 | 18.5% | 3.7% | 8.9% | 21.1%[38.3 µM] | -1.6% | -0.8% | ? |
| COc1ccc(-c2csc(N(CCCN3CCOCC3)C(=O)c3ccco3)n2)cc1 | -31.3% | -10.3% | -26.1% | 15.0%[38.3 µM] | -4.5% | ? | 3.3% |
| CCOC(=O)CN1C(=O)C(O)(CC(=O)c2cccc(OC)c2)c2ccccc21 (stereo not given) | 8.4% | -1.3% | -12.2% | -7.7%[38.3 µM] | -6.4% | 10.0% | 10.0% |
| CCN(CC)C(=S)Sc1c(-c2ccccc2)c2cc(Cl)ccc2[nH]c1=O | -2.8% | -13.8% | 15.1% | 25.1%[38.3 µM] | -4.5% | -1.6% | 25.6% |
| COc1ccccc1CNC(=S)Nc1cc(C)ccc1C | ? | -11.7% | -3.6% | 13.4% | -0.7% | 4.1%[9.22 µM] | 4.9%[9.22 µM] |
| CC(=O)c1cc(NC(=O)c2ccccc2)c(=O)oc1C | -47.2%[inhibitor] | 1.4% | 23.7% | 8.8% | -19.6% | / | ? |
| CCOc1ccc(N(CC(=O)Nc2cccc(OC)c2)S(=O)(=O)c2c(C)noc2C)cc1 | -7.9%[10 µM] | 10.7% | -66.6%[inhibitor] | 34.7%[38.3 µM] | 1.7% | ? | -29.1% |
| COC(=O)c1cccc(NC(=O)c2cccs2)c1C | -8.2% | 1.0% | -20.6% | 6.2%[38.3 µM] | -6.0% | 9.4% | 2.0% |
| Cc1ccc(-c2nn(-c3ccccc3)cc2C(=O)Nc2ccc(C(=O)O)cc2)cc1 | / | 4.7% | 17.8µM* | 4.4% | -3.8% | / | -13.8% |
| O=C(NCC1CCCN(C(=O)c2cscn2)C1)c1ccccc1Cl (stereo not given) | -5.6%[10 µM] | 4.7% | / | -1.8% | -1.0% | 12.8%[46 µM] | -8.9%[9.22 µM] |
| Cc1cccn2c(CNCC3OCCc4ccccc43)c(C(=O)N3CCCCC3)nc12 (stereo not given) | 25.8%[10 µM] | 9.6% | / | 8.2% | / | / | -10.2%[9.22 µM] |
| Fc1ccccc1CNC(=S)Nc1ccc(Cl)cc1 | 17.7%[10 µM] | 4.7% | ? | 1.4% | 0.0% | ? | -14.6% |
| COC(=O)c1[nH]c2ccc(C)cc2c1NS(=O)(=O)c1ccc(F)cc1 | -8.4% | -3.4% | -14.7% | 6.4%[38.3 µM] | -0.4% | 7.7% | ? |
| CCOc1cc(C(=O)Nn2cnnc2)cc(OCC)c1OCC | 27.0%[10 µM] | 4.7% | -1.8% | 0.6% | -0.9% | / | 14.3% |
| Cc1ccc(C(=O)CC(C(=O)O)n2cccn2)cc1 (stereo not given) | 3.7% | -1.7% | 7.2% | -9.1%[38.3 µM] | 1.9% | 5.7% | 5.9% |
| Cn1c(=O)c2c(nc(Oc3ccc4c(c3)OCO4)n2Cc2ccc(Cl)cc2)n(C)c1=O | 14.2%[0.074 µM] | 4.1% | -0.6% | -3.0%[38.3 µM] | -0.5% | 10.9% | 10.8% |
| COC(=O)Nc1c(C(=O)OC)cc(OC)c(OC)c1OC | -5.4% | 0.2% | 2.5% | -18.2%[38.3 µM] | 0.7% | 4.1% | -17.6% |
| Nc1nc(SCc2ccc(Br)cc2)[nH]c(=O)c1-c1ccccc1 | 12.2%[10 µM] | -3.4% | / | 9.6% | / | / | -1.4%[9.22 µM] |
| O=Cc1cccc(Oc2ccc([N+](=O)[O-])cc2[N+](=O)[O-])c1 | 6.0% | -10.6% | 0.3% | -0.3% | 1.1% | ? | 20.6% |
| CSc1ccc(S(=O)(=O)N(C)Cc2ccccc2)cc1 | 25.8% | ? | 4.0% | 15.5% | 1.7% | ? | 5.4% |
| O=C(NNS(=O)(=O)c1ccccc1)c1cccnc1 | -2.7%&-3.6%[10 µM] | -4.6% | -11.0%[9.22 µM] | -1.7% | -2.9%[7.66 µM] | / | -10.0%[9.22 µM] |
| O=C(c1cccc2ccccc12)C1CCCN(C(=O)c2ccc(N3CCOCC3)cc2)C1 (stereo not given) | 7.2%[10 µM] | -3.2% | / | 10.2% | -1.9% | / | 14.1%[9.22 µM] |
| COC(=O)c1ccc(C(=O)OC)c(NC(=O)C(C)(C)C)c1 | 6.7% | 2.9% | -11.9% | -1.8% | 0.3% | ? | 14.9%[9.22 µM] |
| O=C(NCc1ccncc1)c1nc(-c2cccs2)no1 | / | 9.6% | -16.9% | 2.8% | 2.1% | ? | -13.1% |
| Cc1cc(C)c(NC(=O)CS(=O)CC(=O)N2CCN(c3ccc(F)cc3)CC2)c(C)c1 (stereo not given) | -27.8% | -0.2% | -13.5% | -6.3%[38.3 µM] | -1.6% | ? | -11.3% |
| CCOc1cc(N2CCOCC2)c(OCC)cc1NC(=O)C(C)C | 5.2%[10 µM] | -14.3% | / | / | / | / | -4.3%[9.22 µM] |
| O=C(Cc1ccc(Br)cc1)Nc1ncc([N+](=O)[O-])s1 | 2.2%[10 µM] | -4.4% | / | / | / | / | 18.1%[9.22 µM] |
| CCCc1nnc(NC(=O)c2ccc(N3C(=O)C4C5C=CC(C5)C4C3=O)cc2)s1 (stereo not given) | -5.5% | 6.1% | -7.1% | -1.9%[38.3 µM] | -0.4% | -3.9% | 14.4% |
| CCS(=O)(=O)N1Cc2ccccc2CC1C(=O)Nc1ccc(NC(C)=O)cc1 (stereo not given) | 1.9% | 5.9% | -5.2% | 13.4%[38.3 µM] | -2.3% | 4.2% | 7.0% |
| O=C(COC(=O)c1ccc([N+](=O)[O-])o1)NC1CCS(=O)(=O)C1 (stereo not given) | -2.2%[1.9 µM] | -4.0% | -11.7% | -4.0% | -3.4% | 8.1% | ? |
| Fc1ccc(OCc2nc3ccccc3s2)cc1 | / | 7.1% | 11.2µM* | 14.3% | ? | / | 19.2% |
| Cc1oc2c(C)c(O)ccc2c(=O)c1N1C(=O)c2ccccc2C1=O | 28.0%[0.074 µM] | 2.4% | 1.6% | 1.6% | -0.5% | -3.2% | -2.4% |
| CCCCCOC(=O)c1ccc(NC(=O)c2ccco2)cc1 | ? | 5.1% | 3.7% | 30.0%[activator][38.3 µM] | -1.3% | 5.1% | -7.3% |
| CC(C)NCc1cc(Br)ccc1OCc1ccccc1 | / | 17.8% | 1.4% | 20.5% | -0.1% | 1.1%[46 µM] | -5.5% |
| Cc1cc(C)c(NC(=O)CSc2nnc(-c3ccncc3)n2Cc2ccco2)c(C)c1 | -2.4%[10 µM] | 7.9% | 0.2% | 5.8%[38.3 µM] | 0.4% | 17.5% | 10.1% |
| CCC(=O)N1CCN(c2ccc(Cl)cc2NC(=O)c2ccc3c(c2)OCCO3)CC1 | -27.3%[0.074 µM] | -5.0% | -9.0% | 1.5%[38.3 µM] | -2.6% | ? | -12.9% |
| N/C(Cc1ccc([N+](=O)[O-])cc1)=N\OC(=O)c1ccco1 | 11.1%[10 µM] | -0.6% | / | 11.1% | -1.8% | -9.8%[46 µM] | -17.5%[9.22 µM] |
| CCN(CC)S(=O)(=O)c1cccc(C(=O)N/N=C/c2ccc(OC)c(O)c2)c1 | 20.9%[10 µM] | -0.2% | 7.8% | -3.4% | -0.9% | -10.6% | 24.7% |
| Brc1cc2c(cc1/C=N/Nc1nc3ccccc3s1)OCO2 | -80.1%[inhibitor] | -1.3% | ? | 2.2%[38.3 µM] | -5.4% | ? | 24.1% |
| Cc1ccc[n+](CC(=O)N2CCCc3ccccc32)c1 | 2.7%[10 µM] | -3.2% | / | 11.2% | -2.4% | / | 19.2%[9.22 µM] |
| CCOC(=O)c1cnc2c(-c3ccccc3)cnn2c1C | -118.5%[inhibitor] | 28.7% | 11.2µM* | 8.8% | 0.3% | -11.9%[46 µM] | 2.2% |
| O=C(c1ccc(-c2ccccc2)c(F)c1)C1CCCN(C(=O)c2cncs2)C1 (stereo not given) | -26.0% | 3.7% | / | 14.7% | 2.1% | ? | ? |
| C=C(C)C(=O)OCCCCCCOc1ccc(C(=O)O)cc1 | 6.2%[10 µM] | 4.3% | 6.6% | -7.2% | 1.5% | -5.4% | / |
| CS(=O)(=O)N1CCC(C(=O)NCCc2ccccc2)CC1 | -8.7% | 3.9% | 13.2% | 8.0%[38.3 µM] | 17.5% | 9.0% | -6.1% |
| Cc1sc2ncn(CCn3cnc4sc(C)c(C)c4c3=O)c(=O)c2c1C | 6.4% | 5.7% | -28.3% | 9.6%[38.3 µM] | -0.9% | ? | 0.447µM* |

Compound activity as filed in PubChem BioAssay.
